# BAZ2B inh – qHTS Assay for Inhibitors of BAZ2B; Bromodomain adjacent to zinc finger domain protein 2B (Homo sapiens), Q9UIF8; AlphaScreen BAZ2B-H3K14Ac peptide displacement; Potency, µM (top dose mostly 114 µM), inactives show at the top dose activity change, negative = inhibition, usual class: inhibitors; 360,000 tested, 4.4% active; AID 504333, 2011; also: potency is read from the fitted curve at half-maximal effect; % is scaled to controls: 0 for no effect and ±100 for the full control effect; nearly all actives have a fitted effect of over 60% in size
#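 BAZ2B 50 nM plus b-H3(5-23)K14Ac 50 nM, PBS pH 7.4/0.01% Tween-20, 30 min RT; compound added (max 110 uM), 30 min RT; streptavidin donor/Ni-chelate acceptor beads 10 ug/mL final, 20 min dark; AlphaScreen read.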
# JMJD2A Tudor inh – qHTS Assay for Inhibitors of JMJD2A-Tudor Domain. Lysine-specific demethylase 4A (Homo sapiens), O75164. AlphaScreen JMJD2A-Tudor / H3K4me3 peptide binding. Potency, µM (top dose mostly 114 µM), inactives show at the top dose activity change, negative = inhibition, actives largely listed as inhibitors. 390,000 tested, 4.4% active. AID 504339, 2011; also: potency is read from the fitted curve at half-maximal effect; % is scaled to controls: 0 for no effect and ±100 for the full control effect; nearly all actives have a fitted effect of over 50% in size
# ERG-DNA inh – qHTS for Small Molecule Inhibitors of the ERG Ets/DNA interaction. 370,000 tested, 0.028% active. fluorescence polarization, His-ERG Ets domain / labelled DNA. Potency, µM (titrated, usually from 76.9 µM), without a hit: at the top dose FP activity, negative = inhibition, usual class: inhibitors. AID 624246, 2012; active = well fitted inhibition curve with a large enough effect in the polarisation, with a control signal flat; inconclusive = small, poorly fitted or top-dose-only effect, or effect the other way, or a change in a side signal; inactive = no such curve, though single readings can be large or run the other way; the % refers to the polarisation;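 also: polarization taken with two DNA probes labelled with fluorescein and Texas red; potency is read from the fitted curve at half-maximal effect; % of control where 0% means no effect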
#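 His-tagged ERG Ets domain (1 uM in the protein solution; 300mM KCl, 50mM Tris-HCl, 1mM EDTA, 1mM DTT, pH 7.5) received compound, then a probe mix of 5 nM fluorescein-DNA and 100nM Texas-615-DNA. Fluorescence polarization was read for both dyes.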
# RGS4 inh – Inhibitors of Regulator of G Protein Signaling (RGS) 4: qHTS; Potency, µM (top dose mostly 114 µM), inactives show at the highest dose activity change, negative = inhibition, hits mostly inhibitors; Regulator of G-protein signaling 4 (Homo sapiens), P49798; AID 504845, 2011; 390,000 tested, 0.039% active; Transcreener GDP fluorescence polarization, RGS4-accelerated GTP hydrolysis; also: potency is read from the fitted curve at half-maximal effect; % is scaled to controls: 0 for no effect and ±100 for the full control effect; nearly all actives have a fitted effect of over 75% in size; some results filed as inactive show a strong effect at the top dose
#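 MLSMR compounds (23 nl, pin-transferred) preincubated 10 min at room temperature with a 500nM (2x) first reagent, then RGS4 at 900nM (2x) plus Transcreener GDP mix added; fluorescence polarization (620/688 nm) read before and after 90 min at 30 °C.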
# HP1b binding inh – HTS for Inhibitors of HP1-beta Chromodomain Interactions with Methylated Histone Tails; AlphaScreen HP1-beta / biotin-H3K9me3 peptide binding; Potency, µM (top dose mostly 114 µM), for the others: at the highest dose activity change, negative = inhibition, hits mostly inhibitors; 390,000 tested, 0.56% active; also: potency is read from the fitted curve at half-maximal effect; nearly all actives have a fitted effect of over 70% in size; inactives centre near 23
#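 Compound inhibition of the preformed complex between 50 nM HP1-beta and 50 nM biotinylated H3K9me3 peptide was read by AlphaScreen. Buffer was PBS pH 7.4 with 0.01% Tween-20. Incubations ran 30 min at room temperature, with 10 ug/mL donor/acceptor beads.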
# G9a block – qHTS Assay for Inhibitors of Histone Lysine Methyltransferase G9a; Potency, µM (series often up to 102 µM), for the others: at the top dose activity, negative = inhibition, most hits filed as inhibitors; 350,000 tested, 8.8% active; G9a H3K9 monomethylation, AlphaScreen, 2 h; also: potency is read from the fitted curve at half-maximal effect; % is scaled to controls: 0 for no effect and ±100 for the full control effect; nearly all actives have a fitted effect of over 75% in size
# Target sequence (Q96KQ7 913-1193 limits assumed): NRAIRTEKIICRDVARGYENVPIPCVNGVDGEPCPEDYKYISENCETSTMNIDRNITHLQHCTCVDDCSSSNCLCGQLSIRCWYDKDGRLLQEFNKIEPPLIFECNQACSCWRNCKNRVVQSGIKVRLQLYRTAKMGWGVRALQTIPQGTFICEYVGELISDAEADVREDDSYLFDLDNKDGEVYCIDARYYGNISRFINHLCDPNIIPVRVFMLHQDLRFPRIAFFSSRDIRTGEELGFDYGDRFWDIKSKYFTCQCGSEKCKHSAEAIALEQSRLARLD
#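 Using a bead-based AlphaScreen, monomethylated H3K9 product from 2 h room-temperature reactions (G9a 20 nM, peptide 500 nM, SAM 20 uM) was detected with 0.5 ug/mL rabbit anti-H3K9me1 antibody.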
# ALOX12 inh – Primary qHTS assay for inhibitors of human arachidonate 12S-lipoxygenase (ALOX12): Round 2; Polyunsaturated fatty acid lipoxygenase ALOX12 (Homo sapiens), P18054; purified 12hLO, xylenol orange hydroperoxide absorbance; Potency, µM (titrated, usually from 108 µM), inactives show top-dose activity change, negative = inhibition, actives largely listed as inhibitors; 580,000 tested, 1.1% active; also: potency is read from the fitted curve at half-maximal effect; % is scaled to controls: 0 for no effect and ±100 for the full control effect
#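 Hydroperoxide product was detected by ferrous iron/xylenol orange as the 573 to 405 nm absorbance ratio. Arachidonic acid at 40 uM (final) was turned over for 30 min at room temperature by 150 nM human 12hLO, pH 7.0 Hepes buffer, after 15 min compound preincubation.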
# PI4K2A block – qHTS for small molecular inhibitors of PI4K2A; Phosphatidylinositol 4-kinase type 2-alpha (Homo sapiens), Q9BTU6; purified PI4K2A, ADP-Glo luminescence, 1 h; stronger effect = lower value; activity change, negative = inhibition, % at 76.9 µM; 420,000 tested, 0.13% active; AID 1346378, 2018; in the data active = activity change below about -50%; inconclusive = mostly about -30% to -49%;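 also: -100% = wells without enzyme as full effect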
#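 PI4K2A activity was measured by ADP-Glo luminescence: enzyme (4 ug/mL stock) and phosphatidylinositol (1.2 mM stock) in Tris pH 7.5/MgCl2/EGTA/Triton X-100 buffer were reacted with ATP (300 microM stock) for one hour at ambient temperature.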
# GLS inhibitor – qHTS for Inhibitors of Glutaminase (GLS); Potency, µM (doses to about 45.5 µM), inactives show at the top dose activity change, negative = inhibition, usual class: inhibitors; 410,000 tested, 0.21% active; GLS enzymatic activity, qHTS titration; also: potency is read from the fitted curve at half-maximal effect; % is scaled to controls: 0 for no effect and ±100 for the full control effect
# Target sequence (O94925 whole entry, looked up): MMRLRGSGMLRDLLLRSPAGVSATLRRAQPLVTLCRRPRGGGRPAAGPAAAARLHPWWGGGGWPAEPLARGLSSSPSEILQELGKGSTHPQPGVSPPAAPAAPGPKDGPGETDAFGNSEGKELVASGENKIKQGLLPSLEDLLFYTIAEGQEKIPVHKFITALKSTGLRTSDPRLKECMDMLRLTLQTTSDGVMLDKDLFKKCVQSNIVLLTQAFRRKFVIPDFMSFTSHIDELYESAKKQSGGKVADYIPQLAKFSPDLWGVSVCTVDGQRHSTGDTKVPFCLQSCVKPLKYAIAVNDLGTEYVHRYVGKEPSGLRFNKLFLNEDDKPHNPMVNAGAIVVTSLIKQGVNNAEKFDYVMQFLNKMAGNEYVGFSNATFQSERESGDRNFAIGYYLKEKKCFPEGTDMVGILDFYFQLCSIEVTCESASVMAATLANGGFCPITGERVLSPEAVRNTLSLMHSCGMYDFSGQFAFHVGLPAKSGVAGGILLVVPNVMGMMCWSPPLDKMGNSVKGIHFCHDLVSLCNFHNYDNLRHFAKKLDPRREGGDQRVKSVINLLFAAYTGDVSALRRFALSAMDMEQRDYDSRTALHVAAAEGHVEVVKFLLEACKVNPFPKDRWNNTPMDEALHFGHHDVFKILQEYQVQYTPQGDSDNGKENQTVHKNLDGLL
#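 hKGA in 45 mM KH2PO4 pH 8.2, 0.02% Tween-20 with pin-transferred compounds; 1 mM L-glutamine (stock) plus glutamate oxidase/HRP/Amplex Red coupling added. Fluorescence read initially and after 30 min at RT.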
# Numbers without * were called inactive; ? = inconclusive; / = not tested or not shown; & = joins results of further samples; [ ] = remark or other dose. Unless noted, calls follow the shape of the dose curve; as a rule, active = well fitted curve in the direction sought with a large enough effect; inconclusive = small, poorly fitted or top-dose-only effect, or another doubt; inactive = no such curve, though single readings can be large; an effect the other way counts as inactive or inconclusive. These rows are one share of the data (hit frequency here may not be typical).
SMILES,BAZ2B inh,JMJD2A Tudor inh,ERG-DNA inh,RGS4 inh,HP1b binding inh,G9a block,ALOX12 inh,PI4K2A block,GLS inhibitor
O=C(NCCc1ccccc1)C(=S)N1CCCCC1,3%,-19%,-3%,26%,30%,0%,3%,3,4%
CCCC(c1nnnn1C(C)(C)CC)N(CCCO)Cc1cc2cc(C)cc(C)c2[nH]c1=O (stereo unspecified),-23%,-19%,1%,20%,-5%,?,-6%,11,7%
Cc1ccc(C(=O)C(C)OC(=O)Cn2[nH]c(=O)c3ccccc3c2=O)cc1C (stereo unspecified),-24%,-27%,3%,7%,21%,-3%,-7%,-3,26%
CC(NC(=O)c1ccc(Cn2c(=O)c3cccn3c3cccnc32)cc1)c1ccccc1 (stereo unspecified),2%,-14%,7%,27%,55%[activator],-4%[59 µM],?,0,-1%
CCS(=O)(=O)CCSC(=N)N,-4%,?,/,-24%,-4%,-8%[12.7 µM],17%,-3,5%
Cc1cc(OCC(=O)NCCO)cc(C)c1Cl,8%,89µM*,-4%,-38%,15%,-7%[59 µM],11%,-4,13%
Cc1n[nH]c(=O)c2c(NC(=O)CSc3nc4ccccc4c(=O)n3C(C)C)oc(C)c12,-35%,-11%,2%,-27%,19%[57 µM],56µM*,?,0,15%
Cc1ccc(-n2nc(-c3ccccc3)c3cnc4cc5c(cc4c32)OCO5)cc1C,/,-10%,3%,1%,12%,-4%[59 µM],0%,3,-1%
CCOC(=O)c1sc(NC(=S)NC(=O)C23CC4CC(CC(C4)C2)C3)cc1C,6%,-13%,0%,-21%,9%,?,35µM*,-1,6%
CCCN1Cc2cccc(C(=O)NCc3ccc(C)cc3)c2C1=O,-6%,15%,-4%,-1%[11.4 µM],39%,24%,-5%,-4,0%
O=C(CCc1nnc(CCC2CCCCC2)o1)NCCc1cccnc1,4%,-14%,-3%,-1%,33%,-6%,-12%,1,1%
CCC/C=N/NC(=O)c1cccc(Br)c1,-20%,-18%,0%,-8%,36%[activator],9%,7%,3,0%
Cc1noc(/C=C/N(C)C)c1S(=O)(=O)N1CCCC(C(=O)Nc2ccccc2F)C1 (stereo unspecified),?,-11%,-4%,30%,24%,3%,9%,2,9%
COc1ccc(C2c3[nH]c4ccccc4c3C[C@H]3C(=O)N(CC(C)C)CC(=O)N23)c(OC)c1 (stereo partly specified),-38%,-24%,-11%,-18%,-17%,?,-10%,8,-3%
CC(C)Cc1nnc(NC(=O)c2cc(-c3ccccc3)nc3ccccc23)s1,5%[57.1 µM],-5%,7%,16%,?,-46%,-4%&-21%,0,-3%
O=C(CCn1cnc2ccccc21)N=Nc1c(O)[nH]c2ccccc12,-24%,-34%,2%,-4%[56.9 µM],48%[activator],6%,28%,-6,8%
CC(=O)Nc1ccc(C)c([N+](=O)[O-])c1,6%,4%,1%,-16%,11%,-3%,-2%,1,-7%
NS(=O)(=O)c1ccc(CCNC(=O)CSc2nc3ccsc3c(=O)n2CC2CCC(C(=O)O)CC2)cc1 (stereo unspecified),-6%,5%,-9%,14%,30%,9%,-2%,-5,2%
COc1cccc(CN(C)C(=O)c2[nH]c(C)c(C(C)=O)c2C)c1OC,?,?,9%,?,-6%,?,-24%,8,-13%
O=C(N/N=C/c1ccncc1)/C(=C/c1ccccc1)NC(=O)c1ccccc1,-3%,-7%,-8%,2%,24%,4%[59 µM],24%,2,5%
O=S1(=O)CC(N2CCCCC2)C(N2CCCCC2)C1 (stereo unspecified),5%,-5%,-3%,-8%,16%,5%,22%,9,12%
CC(=O)C1CCC2C(CCC3=CC(=O)CCC32)C1 (stereo unspecified),/,-21%,14%,3%,-11%,/,0%,-12,6%
CCN(CC)c1ccc(-n2c(O)c(C=C3N=c4ccccc4=N3)sc2=S)cc1,5%,-22%,1%,13%,21%,?,-27%,-5,2%
O=C(NCc1nc2ccccc2[nH]1)c1cc2ccccc2oc1=O,13%,-4%,-2%,-43%,36%,?,313%[activator],6,2%
COc1ccc(CNS(=O)(=O)c2ccc3c(c2)CC(C)N3C(=O)C2CC2)cc1 (stereo unspecified),-6%,-14%,-8%,-1%,32%,-3%[59 µM],-1%,5,1%
Cc1nc(-c2noc(-c3ccc(Cl)cc3)n2)c(C(F)(F)F)o1,9%,-8%,18%,-27%,18%,11%,0%,1,-7%
Cc1csc(=N)n1-c1ccc(Cl)cc1,-27%,-30%,/,0%,-11%,-42%[59 µM],-17%[57.4 µM],0,10%
COc1ccc(OC)c(CCNC(=O)c2ccc3c(c2)N(Cc2ccc(F)cc2)CCS3)c1,?,-34%,-2%,-7%,27%,14%,/,2,4%
Fc1ccc(N2CCN(Cc3cnc(N4CCOCC4)s3)CC2)cc1,-12%,-5%,-4%,15%,18%,-20%,-11%,3,-3%
CCC(=O)Nc1ccc(C(=O)CSc2nnc(-c3ccc(NS(=O)(=O)CC)cc3)o2)cc1OC,-18%,8%,-4%,-27%,31%,29%[12.7 µM],14%,-8,1%
O=C(CC1SC(N2CCCC2)=NC1=O)Nc1ccc(C(=O)NCCc2ccc(F)cc2)cc1 (stereo unspecified),7%,-14%,1%,10%,22%,10%[0.501 µM],-15%,3,-10%
CC(=O)NC(Cc1cccc(F)c1)C(=O)NC1CCN(C(=O)Nc2ccc(C)cc2)CC1 (stereo unspecified),-6%,-7%,8%,15%,10%,13%,4%,1,-4%
Cc1ccc(S(=O)(=O)N2CCCCC2C)cc1[N+](=O)[O-] (stereo unspecified),2%,-13%,2%,-4%,32%,-4%,10%,-8,18%
Cc1ccc(/C=N/NC(=O)c2ccco2)s1,5%,-20%,5%,-1%,27%,11%[59 µM],2%,-1,-4%
COc1cccc(C2CC(c3ccccc3Cl)n3nnnc3N2)c1 (stereo unspecified),-2%,-8%,-9%,-8%,8%,-12%[59 µM],0%,-1,2%
Cc1ccc(CNC(=O)c2ccc(N3CCC4(CC3)CC(c3cccc(Br)c3)=NO4)c(NC(=O)c3c(Cl)cccc3Cl)c2)cc1,10%,-15%,6%,9%,25%,16%[2.33 µM],-24%,0,2%
Cn1c(=O)c2cc(S(=O)(=O)NC(Cc3ccccc3)C(=O)NCc3ccco3)ccc2n(C)c1=O (stereo unspecified),-34%,-12%,-5%,-21%,34%,63µM*,14%,3,0%
S=C(Nc1ccc(Cl)c(Cl)c1)N1CCN(c2ccccn2)CC1,-23%,11%[57.1 µM],-4%,-21%,49%[activator],-4%[59 µM],-26%,-2,-5%
O=C(CNC1CCN(Cc2ccccc2)CC1)Nc1ccc(S(=O)(=O)N2CCCCC2)cc1,-3%,-9%,-7%,6%,21%,/,-4%,3,1%
COc1ccc(Cc2nc3ccccc3[nH]2)cc1OC,-18%,-10%,-3%,11%,0%,-2%,-14%,2,3%

# No new results follow: entries from further up.
SMILES,BAZ2B inh,JMJD2A Tudor inh,ERG-DNA inh,RGS4 inh,HP1b binding inh,G9a block,ALOX12 inh,PI4K2A block,GLS inhibitor
O=S1(=O)CC(N2CCCCC2)C(N2CCCCC2)C1 (stereo unspecified),5%,-5%,-3%,-8%,16%,5%,22%,9,12%
CC(=O)C1CCC2C(CCC3=CC(=O)CCC32)C1 (stereo unspecified),/,-21%,14%,3%,-11%,/,0%,-12,6%
CCN(CC)c1ccc(-n2c(O)c(C=C3N=c4ccccc4=N3)sc2=S)cc1,5%,-22%,1%,13%,21%,?,-27%,-5,2%

# The list goes on.
SMILES,BAZ2B inh,JMJD2A Tudor inh,ERG-DNA inh,RGS4 inh,HP1b binding inh,G9a block,ALOX12 inh,PI4K2A block,GLS inhibitor
Cc1ccc(SC(C)C(=O)Nc2ccc(S(=O)(=O)N3CCOCC3)cc2)cc1 (stereo unspecified),-8%,-13%,-5%,9%,7%,-22%[59 µM],-20%,5,1%
Cc1ccc2oc3c(c(=O)c2c1)C(c1cccc(O)c1)N(c1ccccn1)C3=O (stereo unspecified),-3%,-30%,-5%,-6%,57%[activator],-30%[59 µM],260%[activator],-1,2%
O=C(Nc1ccc(F)cc1)c1ccc2nsnc2c1,1%,-2%[11.4 µM],-8%,23%[11.4 µM],43%[activator],-7%[12.7 µM],-8%,-3,-1%
COc1cc(C2c3c(oc4ccccc4c3=O)C(=O)N2c2nccs2)ccc1O (stereo unspecified),-20%,-9%,-1%,-2%,24%,?,-26%,2,16%
N=c1c(S(=O)(=O)c2ccccc2)cc2c(=O)n3ccccc3nc2n1CC1CCCO1 (stereo unspecified),-3%,-5%[11.4 µM],10%,-4%[11.4 µM],65%[activator],-21%[12.7 µM],?,11,-10%
COc1ccc(CCn2c(C)cc(C(=O)CSc3nnnn3C)c2C)cc1,3%,-8%,-7%,8%,28%,-35%[59 µM],14%,-1,-8%
